HT29 cell growth-1: HT29 colon tumor cell growth inhibition, primary screen, imaging, high content imaging, 24 h, CellTiter-Glo (AID 770). HT29 cell number by imaging, 24 h; hits give high values. growth inhibition, % at 10 µM. 3,300 tested, under 10 active;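 active = growth inhibition above 90% in viable cell count at a single dose; inactive = growth inhibition below 90%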
A549 proliferation: A549 NSCLC cell proliferation inhibitors – ATP luminescence, human non-small cell lung line, primary screen (AID 371); A549 growth inhibition, ATP luminescence; hits give high values; growth inhibition, % at 10 µM; hit rate 8.4% among 3,300;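 active = mean growth inhibition over the two runs of 50% or more; inactive = mean growth inhibition under 50%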;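 note: compound exposure lasted 72 h before the ATP read; 0% = untreated cell signal and 100% = no luminescence left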
AID772: HT29 colon tumor cell growth inhibition, primary screen, imaging, high content imaging, 72 h, CellTiter-Glo (AID 772) | growth inhibition, % at 10 µM | HT29 cell growth, HCS imaging cell count, 72 h; hits give high values | hit rate 0.6% among 3,300;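 active = growth inhibition above 90%, meaning viable cell count cut by more than 90% versus vehicle controls; inactive = growth inhibition below 90%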
HT29 cell growth-2: HT29 colon tumor cell growth inhibition, primary screen, imaging, high content imaging, 48 h, CellTiter-Glo (AID 771). hit rate 2% among 3,300. HT29 cell growth, HCS imaging cell count, 48 h; hits give high values. growth inhibition, % at 10 µM;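 active = growth inhibition above 90%, meaning viable cell count by imaging cut by more than 90% versus vehicle controls; inactive = growth inhibition below 90%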;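 note: percent fewer viable cells counted by imaging than vehicle controls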
AID364: Jurkat cell viability reduction – Jurkat E6.1, NIH starter set, primary screen (AID 364); Jurkat E6.1 viability, ATP luminescence, 48 h; higher % means a stronger effect; inhibition, % at 4 µM; hits with a dose series show CC50 in µM; hit rate 2% among 3,300;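 active = concentration giving half-maximal inhibition at or below 20 micromolar; inactive = half-maximal concentration above 20 micromolar, or not dose tested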;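 note: 100% = cells treated with 4 µM doxorubicin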
HT29 cell growth-1 condensed nuclei: recorded beside HT29 cell growth-1, whose call it bears; condensed nuclei, %; measured here: percent cells with condensed nuclei;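 share of cells whose nuclear area falls below control median minus 1.5 SD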
HT29 cell growth-1 ATP viability: further read-out of HT29 cell growth-1, marked with its call; growth inhibition, %; measured here: ATP CellTiter-Glo viability
HT29 cell growth-2 condensed nuclei: second read-out of HT29 cell growth-2, no call of its own (marks repeat the call); condensed nuclei, %; measured here: percent cells with condensed nuclei;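 condensed means Hoechst nuclear area under control median minus 1.5 SD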
HT29 cell growth-2 ATP viability: recorded beside HT29 cell growth-2, whose call it bears; growth inhibition, %; measured here: ATP CellTiter-Glo viability inhibition
AID772 condensed nuclei: further read-out of AID772, marked with its call; condensed nuclei, %; measured here: percent cells with condensed nuclei;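 condensed means nuclear area below control median minus 1.5 SD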
AID772 second: second read-out of AID772, no call of its own (marks repeat the call); growth inhibition, %; measured here: ATP CellTiter-Glo viability
Starred values were filed as active, the others as inactive; . = not tested or not shown.

Short keys – A = HT29 cell growth-1; B = HT29 cell growth-1 condensed nuclei; C = HT29 cell growth-1 ATP viability; D = A549 proliferation; E = AID772; F = AID772 condensed nuclei; G = AID772 second; H = HT29 cell growth-2; I = HT29 cell growth-2 condensed nuclei; J = HT29 cell growth-2 ATP viability; K = AID364
CCN(CC)c1ccc(N=Cc2c(O)n(-c3ccccc3C)c(=O)[nH]c2=O)cc1
  A: -15.5; B: 1.7; C: -10.4; D: 29.6; E: -22.1; F: 1.6; G: -38.6; H: -14.4; I: 2.4; J: -10.1; K: 1.2%
NCC1(c2ccc3c(c2)OCCO3)CCCC1
  A: 12.4; B: 1.2; C: 2.0; D: 5.0; E: -85.6; F: 6.0; G: -34.1; H: 48.5; I: 17.9; J: 4.7; K: 0.5%
COP(=O)(OC)C(O)C(Cl)(Cl)Cl (configuration not stated)
  A: -8.5; B: 3.9; C: -16.9; D: -3.8; E: -22.8; F: 1.7; G: -18.0; H: -65.8; I: 1.7; J: .; K: -1.1%
O=P(c1ccccc1)(c1ccccc1)N1CCCCC1
  A: 12.4; B: 2.0; C: -6.7; D: 8.7; E: -5.6; F: 8.8; G: -7.0; H: 13.6; I: 1.8; J: -22.4; K: 0.6%
O=C1C2CCN(CC2)[C@@H]1Cc1ccc2ccccc2c1O
  A: -66.1; B: 4.6; C: -10.6; D: 7.7; E: -0.9; F: 6.9; G: -9.8; H: -4.8; I: 1.8; J: -3.5; K: 1.7%
CCN(CC)c1ccc(N=Cc2c(O)n(-c3cc(OC)ccc3OC)c(=O)[nH]c2=O)cc1
  A: -20.4; B: 4.6; C: 1.2; D: 26.8; E: 60.3; F: 6.3; G: 7.2; H: 20.2; I: 2.6; J: 2.7; K: -9.8%
O=C(CN1CCN(CCO)CC1)Nc1ccc(Cl)cc1C(=O)c1ccccc1
  A: -15.8; B: 3.0; C: -3.7; D: 13.2; E: 6.3; F: 2.7; G: 15.9; H: 44.9; I: 2.1; J: 10.7; K: -9.0%
c1ccc2c3c([nH]c2c1)CNCC3
  A: 19.9; B: 1.7; C: -19.9; D: 10.1; E: -56.9; F: 1.5; G: -20.6; H: -48.0; I: 2.6; J: .; K: 1.2%
CCCCCCn1c(O)c(C=Nc2c(C)n(C)n(-c3ccccc3)c2=O)c(=O)[nH]c1=O
  A: -5.9; B: 3.0; C: -9.8; D: 6.2; E: 42.7; F: 1.5; G: 15.1; H: -9.0; I: 2.5; J: -21.5; K: -4.2%
C[C@@]1(CO)[C@H](O)CC[C@@]2(C)[C@H]1CC[C@H]1C[C@@H]3C[C@@]12CC[C@]3(O)CO
  A: 62.9; B: 4.2; C: 1.6; D: 69.6*; E: 60.2; F: 22.5; G: 68.0; H: 86.7; I: 3.8; J: .; K: 22.8%
CCCC(=O)OCC[N+](C)(C)C
  A: 7.7; B: 2.5; C: -17.2; D: 7.6; E: -59.1; F: 0.2; G: -18.7; H: 31.6; I: 3.2; J: .; K: -1.8%
CN(C)CCOC(=O)c1cn(Cc2ccccc2)c2ccccc12
  A: 34.5; B: 3.7; C: 14.3; D: 61.2*; E: 88.3; F: 16.7; G: 87.3; H: 80.2; I: 4.8; J: 55.8; K: 9.1%
CCOc1ccc(-n2c(O)c(C=Nc3ccc(N(CC)CC)cc3)c(=O)[nH]c2=O)cc1
  A: 9.6; B: 2.8; C: -19.9; D: 10.0; E: -4.9; F: 3.3; G: 1.2; H: 6.9; I: 1.9; J: -45.5; K: -1.1%

Entries from the list above with a Cl atom (2):
Short keys – A = HT29 cell growth-1; B = HT29 cell growth-1 condensed nuclei; C = HT29 cell growth-1 ATP viability; D = A549 proliferation; E = AID772; F = AID772 condensed nuclei; G = AID772 second; H = HT29 cell growth-2; I = HT29 cell growth-2 condensed nuclei; J = HT29 cell growth-2 ATP viability; K = AID364
COP(=O)(OC)C(O)C(Cl)(Cl)Cl (configuration not stated)
  A: -8.5; B: 3.9; C: -16.9; D: -3.8; E: -22.8; F: 1.7; G: -18.0; H: -65.8; I: 1.7; J: .; K: -1.1%
O=C(CN1CCN(CCO)CC1)Nc1ccc(Cl)cc1C(=O)c1ccccc1
  A: -15.8; B: 3.0; C: -3.7; D: 13.2; E: 6.3; F: 2.7; G: 15.9; H: 44.9; I: 2.1; J: 10.7; K: -9.0%

Just HT29 cell growth-2 condensed nuclei (four entries from above):
structure | HT29 cell growth-2 condensed nuclei
CCCCCCn1c(O)c(C=Nc2c(C)n(C)n(-c3ccccc3)c2=O)c(=O)[nH]c1=O | 2.5
C[C@@]1(CO)[C@H](O)CC[C@@]2(C)[C@H]1CC[C@H]1C[C@@H]3C[C@@]12CC[C@]3(O)CO | 3.8
CCCC(=O)OCC[N+](C)(C)C | 3.2
CN(C)CCOC(=O)c1cn(Cc2ccccc2)c2ccccc12 | 4.8

Screening results as filed in PubChem.

Some of the compounds tested (hit frequency here may not be typical).
